Cathepsin G inh: cathepsin G (human) inhibition; 62,000 tested, 0.2% active; purified enzyme, AMC-tetrapeptide fluorescence, pooled mixtures; P08311; inhibition, % at 5 µM (by protocol);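 active = inhibition above 20% in each of the two mixture wells holding the compound; inactive = inhibition of 20% or less in either well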;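 note: 0% = enzyme control without mixture and 100% = blank lacking enzyme; strong numbers were not always called active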
CatB inh: human cathepsin B inhibition. P07858. purified cathepsin B, fluorogenic substrate, fluorescence. inhibition, %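 (tested at 10 µM)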. 63,000 tested, 0.1% active. AID 453; in the data active = inhibition above about 21%;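 note: 0% = enzyme with no compound and 100% = no enzyme blank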
CatB mixtures: inhibitors of human cathepsin B in compound mixtures; Purified cathepsin B, AMC dipeptide fluorescence; inhibition, %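 (ten-compound pools at 5 µM per compound and 50 µM total)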; 62,000 tested, 0.06% active; AID 488; in the data active = inhibition above about 22%, passing the limit was not always enough; inconclusive = no clear call, values can overlap the other calls;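 note: 0% = enzyme without compound and 100% = no enzyme blank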
C1s block: blocks human complement C1s protease activity | P09871 | purified C1s, fluorogenic AMC substrate, pooled mixtures | mean inhibition % of two 10-compound mixtures (stronger effect = higher value), % at 5 µM (by protocol) | 62,000 tested, 0.16% active | AID 538;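 active = inhibition above 20% in each of the two 10-compound mixture wells holding the compound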;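 note: 0% = enzyme wells lacking compound mixture and 100% = no-enzyme blank wells; some compounds called inactive have numbers as strong as hits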
Target sequence (P09871 16-437 limits assumed): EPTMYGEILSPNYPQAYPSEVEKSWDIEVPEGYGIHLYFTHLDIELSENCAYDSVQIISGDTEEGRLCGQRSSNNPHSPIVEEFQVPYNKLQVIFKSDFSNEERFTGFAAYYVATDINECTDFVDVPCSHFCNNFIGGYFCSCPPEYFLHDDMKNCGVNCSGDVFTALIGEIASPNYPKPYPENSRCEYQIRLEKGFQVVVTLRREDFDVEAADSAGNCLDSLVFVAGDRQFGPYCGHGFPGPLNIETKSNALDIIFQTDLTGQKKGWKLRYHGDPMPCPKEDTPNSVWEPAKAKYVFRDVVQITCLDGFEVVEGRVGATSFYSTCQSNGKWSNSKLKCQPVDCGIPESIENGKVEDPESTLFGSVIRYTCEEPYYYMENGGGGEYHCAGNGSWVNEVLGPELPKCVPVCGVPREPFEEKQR
Target sequence (P09871 438-688 limits assumed): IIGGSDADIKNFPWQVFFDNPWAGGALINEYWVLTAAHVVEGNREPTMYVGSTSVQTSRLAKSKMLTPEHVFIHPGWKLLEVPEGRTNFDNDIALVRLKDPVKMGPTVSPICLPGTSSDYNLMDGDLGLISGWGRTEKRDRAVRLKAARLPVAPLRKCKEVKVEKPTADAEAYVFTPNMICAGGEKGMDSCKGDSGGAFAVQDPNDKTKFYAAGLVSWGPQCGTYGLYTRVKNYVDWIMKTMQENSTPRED
AP ELISA ortho: alternative pathway complement inhibition, orthogonal assay; Human serum alternative complement pathway, LPS-coated ELISA, C3 deposition; tested in compound mixtures; inhibition, % at 5 µM; 62,000 tested, 0.08% active;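 active = inhibition above 30% in each of the two pooled mixtures holding the compound, so the lower value exceeds 30%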;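 note: 0% = serum in Mg-EGTA without compound and 100% = EDTA serum blank; some compounds past the cut are filed as inactive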
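Test system: human serum alternative complement pathway, C3 deposition on LPS-coated wells; also added: Plate-bound LPS; doses: 5 µM per compound in ten-compound mixtures; schedule: 1 h at 37 °C; detection: Anti-C3 ELISA, OD 450 nm; evaluation: percent inhibition of C3 deposition onto LPS; repeats: two pool placements per compound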
FXIa inh mix: blocks human factor XIa in pooled compound mixtures; purified FXIa, fluorogenic substrate; inhibition, % at 5 µM; 62,000 tested, 0.19% active; AID 680; in the data active = inhibition above about 20%, passing the limit was not always enough;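 note: each value is inhibition by a whole ten-compound pool holding the compound; 0% = enzyme with no mixture and 100% = wells lacking enzyme; strong numbers were not always called active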
Ec RNAP inh: Escherichia coli RNA polymerase inhibition; P0A8V2; E. coli RNA polymerase, fluorescence transcription assay; inhibition, %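 (tested at 10 µM)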; 62,000 tested, 0.2% active; AID 559; in the data active = inhibition above about 20%;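 note: 0% = enzyme without compound and 100% = no enzyme blank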
CatL block: inhibitors of human cathepsin L | P07711 | inhibition, %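 (tested at 10 µM)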 | AID 460 | purified cathepsin L, fluorogenic substrate, fluorescence | 58,000 tested, 0.17% active; in the data active = inhibition above about 45%;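 note: 0% = enzyme with no compound and 100% = no enzyme blank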
CatS inh: blocks human cathepsin S protease activity. AID 501. 62,000 tested, 0.06% active. inhibition, %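 (tested at 5 µM per compound within 10-compound mixtures)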. recombinant cathepsin S, AMC dipeptide fluorescence, pooled mixtures. P25774; in the data active = inhibition above about 32%, passing the limit was not always enough; inconclusive = no clear call, values can overlap the other calls;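 note: 0% = enzyme without compound and 100% = blank without enzyme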
Target sequence (P25774 115-331 limits assumed): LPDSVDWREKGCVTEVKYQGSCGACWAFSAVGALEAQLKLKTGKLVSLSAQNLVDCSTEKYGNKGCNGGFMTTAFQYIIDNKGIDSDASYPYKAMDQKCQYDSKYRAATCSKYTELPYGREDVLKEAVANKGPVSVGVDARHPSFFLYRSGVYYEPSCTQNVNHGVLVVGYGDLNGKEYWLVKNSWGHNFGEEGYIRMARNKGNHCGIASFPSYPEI
The depositor's hits bear a star; ? = inconclusive; · = no result given. Some of the compounds tested; count on the stated rates, not on these rows.

Cathepsin G inh	CatB inh	CatB mixtures	C1s block	AP ELISA ortho	FXIa inh mix	Ec RNAP inh	CatL block	CatS inh	Structure
10	3	0	12	11	5	3	·	-5	Cc1ccc(C(=O)Nc2nncs2)cc1S(=O)(=O)N1CCOCC1
10	1	44	12	18	9	1	-6	37	CCCOC(=O)CC1C(=O)NCCN1Cc1ccc(F)cc1 (centres undefined)
-12	-3	2	-18	-13	5	-3	-7	-3	O=C(O)COc1ccc2nsnc2c1Cl
12	6	-10	-20	3	42	4	2	0	CN(C)CCCOC(=O)c1ccc(Cl)cc1Cl
-16	-2	-1	-137	11	-19	0	-32	-4	N#Cc1c(NCCCO)nc(NCc2ccccc2)c2c1CCN(Cc1ccccc1)C2
8	3	2	11	12	3	10	7	-11	Cn1c(=O)[nH]c(=O)c2[nH]c(CN3CCN(Cc4ccccc4)CC3)nc21
0	4	2	9	-1	4	7	14	5	C=CCOc1ccc(/C(O)=C2/C(=O)C(=O)N(CCCn3ccnc3)C2c2cccs2)cc1 (centres undefined)
-7	1	4	-16	10	6	7	-4	-15	CCN(CC)CCNS(=O)(=O)c1ccc(Cl)cc1
-1	1	7	-20	6	0	7	-7	2	Cc1ccc(C(C(=O)NCc2ccco2)N(Cc2ccco2)C(=O)CNC(=O)c2ccco2)cc1 (centres undefined)
10	34*	23*	15	6	21*	7	76*	3	CCC(C)[C@@H](NC(=O)OC(C)(C)C)c1nnc(S(=O)(=O)Cc2cccc(C)c2)o1 (some centres undefined)
5	-3	-3	2	13	8	0	2	1	O=C(COc1ccccc1)Nc1cccc(-c2nnc(-c3ccccc3)o2)c1
-1	-1	-2	-1	31	4	0	16	11	COc1ccc(CCN(C)C(=O)CN2C(=O)c3ccccc3S2(=O)=O)cc1OC
8	5	6	0	9	10	20	8	1	N#Cc1ccccc1-n1c(N)c(C(=O)N2CCCC2)sc1=S
6	8	-1	4	3	9	5	6	-8	COc1ccccc1-c1nnc(SCC(=O)N2CCC(C)CC2)o1
3	1	-5	-26	-7	-1	3	1	-9	COCCCn1c(SCC(=O)n2c(C)c(C)c3ccccc32)nnc1-c1ccoc1C
8	6	4	14	-5	8	10	13	-2	Cc1ccc(-c2nnn(CCC(=O)N3CCCCC3C)n2)cc1 (centres undefined)
1	-3	-1	4	3	2	18	11	5	O=C(CSc1nccn1-c1cccc(Cl)c1)Nc1ccc2c(c1)OCCO2
-6	-2	-2	-18	7	3	-6	-4	-4	CCOc1ccc(CCNC(=O)C2CCN(c3ccc(N4CCOCC4)nn3)CC2)cc1OCC
-12	8	6	-12	-14	2	4	3	2	O=C(CSc1n[nH]c(=O)n1C1CC1)Nc1cc(Cl)ccc1Oc1ccccc1
-7	2	0	-12	-6	-4	1	-1	-4	COc1cc2cc3c(N)c(C(=O)NCc4ccco4)sc3nc2cc1OC
-3	2	-2	-1	28	8	-7	-3	1	CC(=O)NC(Cc1ccccc1)C(=O)N1CCN(C(=O)c2ccco2)CC1 (centres undefined)
9	2	6	13	0	9	21*	28	13	Cc1ccc(Nc2nc(N)nc(CN3CCN(C)CC3)n2)cc1
-4	-5	-3	-5	11	8	-2	-6	1	CC(C)NS(=O)(=O)c1ccc2c(c1)oc(=O)n2C
2	-4	8	2	15	8	1	2	-2	CC(C)OC(=O)c1nnn(-c2nonc2N)c1CSc1ccccn1
0	-1	-1	-4	5	4	8	8	19	Nc1c(NCCCN2CCOCC2)c2ccccc2oc1=O
-5	1	-1	-50	9	1	-12	-62	-7	Cc1cccn2c(=O)c3cc(C(=O)NCCCn4ccnc4)n(C)c3nc12
-2	-5	2	5	20	9	4	-10	14	C=CCn1c(Sc2nncn2C)nc2c1c(=O)[nH]c(=O)n2C
6	6	1	-5	4	-5	4	13	9	O=S(=O)(NCc1cccs1)c1cccc2cccnc12
7	-3	-2	3	5	9	-6	2	10	O=C(Nc1cccc(NC(=O)c2cccnc2)c1)c1cccnc1
13	2	7	15	6	6	9	7	5	c1ccc(CCn2nnnc2C(c2cccs2)N2CCOCC2)cc1 (centres undefined)
-2	1	3	11	-11	4	9	3	5	COc1cc(C2Nc3cccc4cccc(c34)N2)ccc1OC(C)=O
2	0	-5	-3	12	7	-4	4	-23	CC(C)CSc1nc2c(c(=O)[nH]c(=O)n2C)n1CCc1ccccc1
3	-6	-1	1	10	4	8	29	10	O=C(NCc1ccco1)c1ccc2ccccc2c1
3	1	-8	-32	12	-10	5	10	-5	C=CCNC(=O)CSc1nc2sc(C)c(C)c2c(=O)[nH]1
-31	4	0	-8	-5	5	-7	12	7	Cc1c(C(=O)Nn2cnnc2)oc2ccccc12
-7	0	-1	-10	0	0	-5	12	?	Cc1ccc(S(=O)(=O)NC(CC(=O)N2CCOCC2)c2ccco2)cc1 (centres undefined)
11	4	5	16	24	-1	12	-3	-1	CCN1CCN(C(=O)c2ccccc2N(Cc2ccccc2)S(C)(=O)=O)CC1
-3	2	-3	-63	12	-6	8	3	-18	CCCc1nc(SCC(=O)Nc2cc(C)on2)c2ccccc2n1
0	1	2	3	13	1	3	-2	0	CC(=O)c1sc(NC(=O)C=C(C)C)nc1C
6	1	-3	-18	2	-7	4	9	-3	CCOc1nonc1C(=N)/C(C(C)=O)=C(\C)O
-1	-5	5	-27	18	14	0	·	-5	Cc1ccc(/C(O)=C2/C(=O)C(=O)N(CCN3CCOCC3)C2c2cccnc2)cc1 (centres undefined)
5	3	3	-12	22	-3	0	-1	-1	CCOC(=O)C1CCN(c2c(N3CCN(c4ccccc4OC)CC3)c(=O)c2=O)CC1
10	2	5	6	-3	2	7	15	3	CCC(=O)Nc1cc(C)c(NC(=O)CCc2ccccc2)cn1
-2	5	5	-14	6	-3	7	5	12	O=C(CCCCCn1c(=S)[nH]c2cc3c(cc2c1=O)OCO3)N1CCN(C(=O)c2ccco2)CC1
6	7	1	-19	11	-8	·	9	-13	Cc1ccc(S(=O)(=O)N2CCN(C(=O)C3Cc4ccccc4CN3C(=O)c3ccco3)CC2)cc1 (centres undefined)
-4	-4	-6	-1	-5	3	1	14	-2	Cc1nc2nc(C)c(CCC(=O)N3CCN(c4ccccn4)CC3)c(C)n2n1
8	2	2	-1	22	5	0	-6	-10	C=CCN1C(=O)C2C(C(=O)NC)C3C=CC2(O3)C1C(=O)NCc1ccc(OC)cc1 (centres undefined)
22	3	-1	35	-6	34	0	4	3	CCCc1ccc(C(=O)N2CCN(c3ccccc3OCC)CC2)cc1
-1	4	-2	15	-1	6	2	0	-6	COc1cc(N)ccc1Cc1ccc(N)cc1OC
-21	2	-4	-23	-4	-9	-4	9	6	O=C1CN(C(=O)COC(=O)c2ccccc2NC(=O)c2ccco2)c2ccccc2N1
8	5	3	-5	5	-1	6	-1	-2	O=C(CSc1nnc(-c2ccccn2)n1Cc1ccco1)c1ccc(Cl)cc1
-5	2	-4	-45	-16	1	-1	3	-4	CCN(CC(=O)Nc1ccc2c(c1)OCCO2)c1ccc(S(=O)(=O)N2CCOCC2)cn1
4	4	-3	5	11	12	-4	-4	0	CCOC(=O)N1CCN(C(=O)c2ccc(CS(=O)(=O)c3ccc(OC)cc3)o2)CC1
5	0	0	-1	-1	-3	4	19	2	COc1ccc(-c2cc(C(=O)Nc3cc(C)n(Cc4ccc(Cl)cc4)n3)no2)cc1OC
-4	7	4	-16	-12	-2	2	-1	20	O=C(CSC1=NC(=O)C(Cc2ccccc2)C(=O)N1)NC1CCCCC1 (centres undefined)
10	0	0	5	12	-2	5	20	4	Cc1nn(C)c(C)c1S(=O)(=O)N(CC(=O)NCc1cccs1)c1ccc(C(C)C)cc1
12	-1	2	16	17	7	8	3	-13	CCOC(=O)c1cnc(SCC(=O)Nc2sc(C)c(C)c2C#N)nc1N
-13	2	-4	-23	-8	-4	-2	5	-2	CC#CCCCC(=O)Nc1cc(OC)nc(OC)n1
2	1	1	-55	9	-3	3	19	0	CCOc1ccc(CNC(=O)C2CCN(S(=O)(=O)N3CCCC3)CC2)cc1OC
13	1	2	-14	15	6	7	4	1	c1ccc(-n2nnnc2SCc2cn3cccnc3n2)cc1

A different layout for part of the listing above.
Structure | Cathepsin G inh | CatB inh | CatB mixtures | C1s block | AP ELISA ortho | FXIa inh mix | Ec RNAP inh | CatL block | CatS inh
C=CCN1C(=O)C2C(C(=O)NC)C3C=CC2(O3)C1C(=O)NCc1ccc(OC)cc1 (centres undefined) | 8 | 2 | 2 | -1 | 22 | 5 | 0 | -6 | -10
CCCc1ccc(C(=O)N2CCN(c3ccccc3OCC)CC2)cc1 | 22 | 3 | -1 | 35 | -6 | 34 | 0 | 4 | 3

An excerpt of these results, with two lines to a compound:
Each structure is followed by: Cathepsin G inh	CatB inh	CatB mixtures	C1s block	AP ELISA ortho	FXIa inh mix	Ec RNAP inh	CatL block	CatS inh
- COc1cc(C2Nc3cccc4cccc(c34)N2)ccc1OC(C)=O
→ -2	1	3	11	-11	4	9	3	5
- CC(C)CSc1nc2c(c(=O)[nH]c(=O)n2C)n1CCc1ccccc1
→ 2	0	-5	-3	12	7	-4	4	-23
- O=C(NCc1ccco1)c1ccc2ccccc2c1
→ 3	-6	-1	1	10	4	8	29	10
- C=CCNC(=O)CSc1nc2sc(C)c(C)c2c(=O)[nH]1
→ 3	1	-8	-32	12	-10	5	10	-5
- Cc1c(C(=O)Nn2cnnc2)oc2ccccc12
→ -31	4	0	-8	-5	5	-7	12	7
- Cc1ccc(S(=O)(=O)NC(CC(=O)N2CCOCC2)c2ccco2)cc1 (centres undefined)
→ -7	0	-1	-10	0	0	-5	12	?

Remaining list, next part:
Cathepsin G inh	CatB inh	CatB mixtures	C1s block	AP ELISA ortho	FXIa inh mix	Ec RNAP inh	CatL block	CatS inh	Structure
-17	3	3	-12	-31	3	-6	7	2	CCCn1c(SCC(=O)Nc2c(C)cccc2C)nnc1C(C)C
4	7	-2	-10	15	-2	4	19	-2	CCc1nnc(NC(=O)CSc2nnc(-c3ccoc3C)n2-c2cccc(C)c2)s1
10	-1	1	43	2	-2	7	23	-6	COc1cc(C(=O)NCCC(=O)NC2CCCCCCC2)cc(OC)c1OC
2	10	0	-3	-7	5	8	·	15	CC(C)(C)C(=O)Nc1ccccc1C(=O)NCc1ccco1

Compound activity deposited in PubChem by PCMD.
